LYPLA2 counter – counter-screen for PME1 inhibitors: inhibitors of human LYPLA2; recombinant LYPLA2, FP-Rh probe fluorescence polarization; 320,000 compounds, 0.38% hits; AID 2177; inhibition, % at 5.9 µM;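 active = inhibition above the screen-wide mean plus 3 SD, limit set per campaign, cut at about 26% in these data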;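 also: 0% = LYPLA2 with DMSO and 100% = wells lacking LYPLA2 enzyme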
pPAFAH FP inh – inhibitors of human plasma PAF acetylhydrolase (pPAFAH). recombinant pPAFAH, FP-rhodamine probe fluorescence polarization. inhibition, % at 3.39 µM. 330,000 compounds, 1.5% hits. AID 463082;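 active = inhibition above the mean inhibition across the screen plus 3 SD, cut at about 25% in these data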;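 also: inhibitors block binding of the rhodamine activity-based probe so polarization drops; 0% = enzyme with DMSO and 100% = wells lacking pPAFAH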
Target sequence (Q13093 whole entry, looked up): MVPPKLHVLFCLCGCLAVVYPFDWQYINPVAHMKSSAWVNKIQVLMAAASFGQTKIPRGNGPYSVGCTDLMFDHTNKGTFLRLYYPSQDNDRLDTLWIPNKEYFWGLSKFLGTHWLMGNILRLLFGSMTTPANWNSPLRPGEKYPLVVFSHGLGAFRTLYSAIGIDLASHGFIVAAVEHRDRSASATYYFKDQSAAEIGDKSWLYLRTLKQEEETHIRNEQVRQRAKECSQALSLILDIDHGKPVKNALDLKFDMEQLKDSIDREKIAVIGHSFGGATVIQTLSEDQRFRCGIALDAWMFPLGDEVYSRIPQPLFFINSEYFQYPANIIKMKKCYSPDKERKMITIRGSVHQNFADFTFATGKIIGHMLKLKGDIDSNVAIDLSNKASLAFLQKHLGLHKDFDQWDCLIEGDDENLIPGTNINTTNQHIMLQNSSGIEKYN
PAFAH1B2 inh – inhibitors of human PAFAH1B2; P68402; recombinant PAFAH1B2, FP-rhodamine activity probe, fluorescence polarization; inhibition, % at 3.39 µM; 340,000 compounds, 1.2% hits; AID 492953;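 active = inhibition above the mean of all tested compounds plus 3 SD, cut at about 24% in these data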;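 also: 0% = enzyme with DMSO and 100% = wells lacking PAFAH1B2; many of its hits are not listed in these tables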
Target sequence (P68402 whole entry, looked up): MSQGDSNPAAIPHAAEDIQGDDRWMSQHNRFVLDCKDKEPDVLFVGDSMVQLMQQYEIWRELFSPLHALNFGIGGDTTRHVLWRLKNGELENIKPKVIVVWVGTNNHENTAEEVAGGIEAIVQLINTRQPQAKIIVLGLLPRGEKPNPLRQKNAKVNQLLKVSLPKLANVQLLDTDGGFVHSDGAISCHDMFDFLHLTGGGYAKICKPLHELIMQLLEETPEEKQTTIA
PAFAH1B3 inh – inhibitors of human PAFAH1B3 | Q15102 | recombinant PAFAH1B3, FP-rhodamine probe, fluorescence polarization | inhibition, % at 3.39 µM | 340,000 compounds, 0.28% hits | AID 492972;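 active = inhibition above the screen-wide average of all tested compounds plus 3 SD, cut at about 25% in these data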;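 also: 0% = enzyme with DMSO only and 100% = wells lacking PAFAH1B3 protein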
LYPLA1 counter – counter-screen for PME1 inhibitors: inhibitors of human LYPLA1; O75608; recombinant LYPLA1, FP-Rh probe fluorescence polarization; inhibition, % at 5.9 µM; 320,000 compounds, 0.16% hits; AID 2174;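 active = inhibition above the mean of all tested compounds plus 3 SD, set per campaign, cut at about 14% in these data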;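 also: inhibitors block serine hydrolase probe labeling of LYPLA1 so polarization falls; 0% = enzyme with DMSO and 100% = wells lacking LYPLA1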
PME-1 inh – blocks human protein phosphatase methylesterase 1; Q9Y570; recombinant PME-1, FP-Rh probe fluorescence polarization; inhibition, % at 5.9 µM; 320,000 compounds, 0.53% hits; AID 2130;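 active = inhibition above the campaign mean of all compounds plus 3 SD, cut at about 26% in these data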;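 also: competitive labeling of PME-1 active site by serine hydrolase directed probe; 0% = PME-1 with DMSO and 100% = wells lacking PME-1 enzyme; inhibitors block probe labeling so polarization falls and inhibition rises; many of its hits are not listed in these tables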
GSTO1 counter – blocks human GSTO1 in RBBP9 counter-screen | P78417 | recombinant GSTO1, activity-based probe fluorescence polarization | inhibition, % at 5.96 µM | 300,000 compounds, 1.1% hits;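 active = inhibition above the campaign mean inhibition plus 3 SD, cut at about 35% in these data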;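 also: 0% = GSTO1-1 with DMSO and 100% = wells lacking GSTO1-1 enzyme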
Target sequence (P78417 whole entry, looked up): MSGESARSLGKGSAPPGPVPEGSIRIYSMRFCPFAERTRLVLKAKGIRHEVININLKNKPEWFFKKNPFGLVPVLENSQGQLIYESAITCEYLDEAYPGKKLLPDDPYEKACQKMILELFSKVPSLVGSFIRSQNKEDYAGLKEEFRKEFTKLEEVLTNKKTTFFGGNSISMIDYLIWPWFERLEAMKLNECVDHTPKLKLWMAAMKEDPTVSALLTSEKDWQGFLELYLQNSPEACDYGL
PAD4 FP inh – inhibitors of human PAD4; Q9UM07; recombinant PAD4, RCA probe fluorescence polarization; inhibition, % at 6.36 µM; 330,000 compounds, 0.41% hits; AID 485272;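 active = percent inhibition above a cutoff equal to the mean of all tested compounds plus 3 SD, cut at about 15% in these data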;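 also: 0% = PAD4 with RCA probe and DMSO and 100% = probe without PAD4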
PAFAH2 FP inh – PAFAH2 (human) inhibition. inhibition, % at 3.39 µM. Q99487. 340,000 compounds, 0.99% hits. recombinant PAFAH2, FP-rhodamine activity probe, fluorescence polarization;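 active = inhibition above the mean over all tested compounds plus 3 SD, cut at about 30% in these data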;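 also: inhibitors block probe labeling of enzyme so polarization drops; 0% = enzyme with DMSO and 100% = wells lacking PAFAH2 protein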
Active calls of the source: *; · = no result given. Only part of the results is shown (hit frequency here may not be typical).

SMILES,PAFAH2 FP inh,PAD4 FP inh,PME-1 inh,PAFAH1B3 inh,LYPLA2 counter,pPAFAH FP inh,LYPLA1 counter,PAFAH1B2 inh,GSTO1 counter
NC(=O)CC(NC(=O)Cc1ccc(Br)cc1)c1ccc(NC2CCCCCC2)c([N+](=O)[O-])c1 (stereo not given),-1.8,-2.0,2.7,5.5,-1.5,3.3,-3.0,12.8,7.0
O=C(CCSCc1ccc(Cl)cc1)NC1CCCC1,-2.2,-3.6,-0.7,1.2,-1.1,4.3,-0.4,26.9*,3.3
Cc1cccc(N(C(=O)CCC(=O)Nc2ccccn2)C(C(=O)NC(C)C)c2ccc(F)cc2)c1 (stereo not given),-2.4,-0.8,-3.2,4.6,3.9,1.5,4.5,-2.2,-7.2
CCOc1ccccc1NC(=O)c1c(Br)cnn1C,-1.1,-1.6,3.7,8.7,3.0,3.9,-0.3,3.9,1.5
Cn1cnnc1SCC(=O)Nc1ccccc1C(=O)NC1CC1,1.5,-2.0,-3.3,4.8,3.7,4.7,0.9,3.6,11.9
CCCOc1ccccc1C(=O)NC(CO)C(=O)O (stereo not given),-1.9,-4.0,-0.3,7.8,-1.1,-0.2,2.0,6.5,1.4
COC(=O)c1ccc(NC(=S)N2CCCC2)cc1,1.7,-4.1,-3.5,4.9,-4.6,-8.1,0.6,2.2,4.5
COc1ccc(N(C(=O)c2snc(C(N)=O)c2N)C(C(=O)NC2CCCCC2)c2ccc(C)o2)c(OC)c1 (stereo not given),-8.9,1.3,2.1,9.5,-4.2,1.1,0.0,-0.8,3.9
CC1CN/C(=C\C(=O)c2ccccc2)C(=O)N1 (stereo not given),-1.5,1.7,1.9,14.1,-5.0,-2.4,-2.6,4.1,4.9
CCOC(=O)Cc1csc(NS(=O)(=O)c2ccc([N+](=O)[O-])cc2)n1,4.2,-1.9,-7.8,10.9,2.6,0.9,0.9,0.8,7.8
Cc1ccccc1CC(=O)NCCN1CCOCC1,-2.9,-4.8,-1.4,6.5,0.3,-5.7,-0.6,2.3,-2.0
CC(=O)C1=C(Nc2ccc(C)cc2)CC(C)(O)C(C(C)=O)C1c1ccco1 (stereo not given),-2.3,2.6,1.4,4.3,7.5,1.1,0.0,2.6,2.2
COCCN(C(=O)c1cccc(OC)c1)c1nnc(-c2ccncc2)s1,-5.0,-3.5,-0.2,7.7,3.1,5.9,-0.5,3.3,0.0
CC(C)(CN1CCCCC1)NS(=O)(=O)c1ccc(Cl)cc1,-1.6,1.1,-0.4,8.9,3.1,19.0,0.5,3.7,2.3
CN(Cc1ccccc1)C(=O)COC(=O)c1ccccc1NS(=O)(=O)c1cccc(N)c1,-2.2,-0.6,6.6,0.6,-1.9,0.5,-4.2,13.6,-0.2
C=CC[C@H](CC(=O)N(CCO)Cc1ccccc1)C(=O)N[C@@H](COC(=O)[C@H](CC=C)CC(=O)OC(C)(C)C)Cc1c[nH]c2ccccc12,-1.9,1.8,·,8.5,·,10.6,·,7.2,·
COc1ccc(-c2nnc(SCC(=O)NCc3cccs3)n2C(C)C)cc1,1.2,-6.9,1.9,-2.1,2.6,2.7,-3.2,-0.1,9.6
COc1cc(NC(=O)c2ccc(-c3ccc(Br)cc3)o2)ccc1NC(=O)C(C)C,0.3,-6.2,12.1,5.1,-1.5,12.1,-0.5,1.0,1.0
Cc1ccc(N(C(=O)C2CCCO2)C2C=CS(=O)(=O)C2)cc1Cl (stereo not given),4.0,0.2,-0.3,-4.5,-0.4,-3.6,-4.0,2.3,5.3
S=C(c1ccccc1)N1CCN(C(=S)c2ccccc2)CC1,-6.7,0.7,2.6,4.0,-5.2,2.0,3.1,1.7,2.3

Compound profiles (already shown). Order of values: PAFAH2 FP inh | PAD4 FP inh | PME-1 inh | PAFAH1B3 inh | LYPLA2 counter | pPAFAH FP inh | LYPLA1 counter | PAFAH1B2 inh | GSTO1 counter
Record of O=C(CCSCc1ccc(Cl)cc1)NC1CCCC1 : -2.2 | -3.6 | -0.7 | 1.2 | -1.1 | 4.3 | -0.4 | 26.9* | 3.3
Record of COCCN(C(=O)c1cccc(OC)c1)c1nnc(-c2ccncc2)s1 : -5.0 | -3.5 | -0.2 | 7.7 | 3.1 | 5.9 | -0.5 | 3.3 | 0.0

(cont.)
SMILES,PAFAH2 FP inh,PAD4 FP inh,PME-1 inh,PAFAH1B3 inh,LYPLA2 counter,pPAFAH FP inh,LYPLA1 counter,PAFAH1B2 inh,GSTO1 counter
COc1ccccc1-c1nnc(SCC(=O)Nc2ccc(S(N)(=O)=O)cc2)n1C,-5.7,-0.2,1.7,4.5,-4.3,1.6,3.7,0.9,5.3
Cc1ccnc2nc(C(=O)OCC(=O)Nc3ccccc3C(C)(C)C)nn12,0.4,-6.1,8.3,-1.3,-0.2,-2.6,2.9,2.3,9.8
Cc1nc2ccccn2c1/C(O)=C1\C(=O)C(=O)N(CCN(C)C)C1c1ccco1 (stereo not given),-5.8,1.6,2.7,4.0,11.7,3.2,1.5,3.6,-0.4
O=C(CC1=NCCNC(c2ccccc2)C1)c1ccccc1O (stereo not given),9.5,4.3,-7.1,4.8,-1.1,1.6,-6.4,-3.3,-1.8
Cc1ccc(/C=C2\SC(=S)N(CCCC(=O)Nc3cc(C)on3)C2=O)cc1,-1.4,1.0,-0.1,-10.1,12.3,6.7,1.2,1.4,5.0
Cc1ccc(C(=O)NCCSc2c(C)[nH]c3ccccc23)cc1[N+](=O)[O-],29.9*,-1.0,13.9,5.9,2.2,6.0,-0.7,7.5,2.6
Cc1cccc(OC(C)C(=O)N(Cc2cccs2)C2CCS(=O)(=O)C2)c1C (stereo not given),-4.7,-7.5,-3.9,-1.6,-2.2,5.8,-2.5,1.7,0.5
Cc1csc2ncc(C(=O)N3c4ccccc4CC3C)c(=O)n12 (stereo not given),5.9,-2.7,4.8,5.7,0.5,0.8,-0.2,0.1,-1.8
Cc1ccnc(NC(=O)CCC(=O)N(CC(=O)NC2CCCCC2)c2cccc(C)c2C)c1,-1.9,0.4,-1.8,15.0,3.7,3.1,1.6,7.1,0.1
Cc1cc(C)n(C(=O)c2cccc([N+](=O)[O-])c2C)n1,0.5,-2.9,0.3,11.2,11.2,2.6,1.4,-0.9,-0.8
CC(C)c1ccc(O)c(NC(=S)NC(=O)c2cccnc2)c1,3.5,-9.2,7.8,1.0,4.5,1.5,1.4,2.9,5.0
Cc1ccc(S(=O)(=O)N2CCN(S(=O)(=O)c3c(C)n[nH]c3C)CC2)cc1C,-5.9,3.3,-2.7,0.7,4.1,2.9,1.6,3.0,·
CCc1nnc(NC(=O)[C@@H](NC(=O)c2cccc(C)c2)C(C)C)s1,-6.0,2.5,-7.3,11.5,-1.3,5.9,1.1,4.7,0.6
CCNc1nc(SCCOc2ccc(C)cc2)nc(N(C)C)n1,-5.0,3.4,-3.1,1.3,-1.3,8.0,1.1,5.7,1.3
C[C@@H]1[C@H]2CCCC[C@H]2CN(C(=O)OC(C)(C)C)[C@@H]1c1cn(Cc2ccccc2)c2ccc(F)cc12,4.8,0.8,·,8.2,·,-0.3,·,1.9,·
CN(C)c1ccc(/C=N/NC(=O)c2ccc(CN3CCOCC3)cc2)cc1Br,·,-6.5,0.2,·,12.0,-1.6,3.1,·,-4.0
COc1cccc(-c2noc(CCC(=O)N3CCN(c4cc(C)ccc4C)CC3)n2)c1,-4.4,0.2,·,3.4,·,-1.0,·,1.2,·
CCCCCCNC(=O)N[C@H](C(=O)NCCC[C@H]1CN2C(=NC[C@H]2C)N1CCC(c1ccccc1)c1ccccc1)C(C)O (stereo not given in full),2.8,-2.9,-7.4,5.1,-5.0,-6.0,-0.3,2.0,2.5
O=C(O)CNS(=O)(=O)c1cccc2nsnc12,-2.1,-1.4,3.5,3.0,6.4,-4.7,-1.1,1.3,-0.2
O=C(N/N=C/c1ccc(Cl)cc1Cl)c1n[nH]c2c1CCCC2,-0.3,-3.5,-10.5,3.5,-9.9,-1.7,-2.9,-3.5,-3.4
Cc1cccc(/C=N\N=C\c2cccc(C)c2)c1,-8.8,5.0,-4.0,-3.6,1.0,-9.7,4.1,2.3,-5.5
O=C1CCN(Cc2ccccc2)C(=O)N1c1ccccc1,5.6,4.9,-7.5,3.7,7.0,-0.3,-0.9,-1.5,2.5
Cn1c(N)c(C(=O)COC(=O)C2=COCCO2)c(=O)n(C)c1=O,-1.8,-1.3,3.9,-1.9,-3.1,2.5,-0.9,3.2,5.2
Cc1nn(CC(=O)NCCc2ccccc2)c(=O)c2ccccc12,-3.4,-5.0,-2.3,-5.1,3.0,1.4,1.3,1.2,1.8
CN(CCOc1ccc(F)cc1)Cc1ccccc1,4.0,-3.0,-1.7,9.2,1.6,-0.6,4.0,5.9,4.2
Cc1snc(S(=O)(=O)/C(C#N)=N/Nc2ccc(C(F)(F)F)cc2)c1C#N,14.2,-2.8,7.2,0.8,0.1,7.2,-3.2,5.9,-37.5
CN1C(=O)CC(C(=O)Nc2ccccc2F)SC1=Nc1ccc2c(c1)OCO2 (stereo not given),-9.0,1.8,5.1,1.5,8.9,-6.8,0.5,2.0,-3.2
CC(=O)Nc1sc(C)c(C)c1C(=O)OC1CCOC1=O (stereo not given),-7.9,-3.9,1.2,-0.7,3.9,4.6,1.5,-4.2,1.9
c1nc(N2CCN(Cc3ccc4c(c3)OCO4)CC2)c2[nH]cnc2n1,5.0,-4.4,0.9,-0.1,3.3,4.9,2.1,2.1,-2.4
COC(=O)NCC(c1cccnc1)N1CCOCC1 (stereo not given),-5.3,-1.6,3.2,2.4,-3.6,0.3,-3.5,-1.1,3.2
COC(=O)CC(C(=O)Nc1cc(C(=O)OC)cc(C(=O)OC)c1)N1CCN(C)CC1 (stereo not given),-6.7,-3.5,5.0,-0.6,1.1,-0.3,0.6,2.8,0.9
S=C(NCC1CCCO1)NC1CCCC1 (stereo not given),8.2,2.2,-5.3,6.3,-0.1,3.9,-2.7,4.7,7.5
c1ccc(-c2ccc3c(c2)NCCN3)cc1,5.4,2.1,2.5,11.4,7.4,7.0,1.9,5.2,10.6
COc1ccccc1N(CC(=O)NCCSc1ccccc1)S(C)(=O)=O,-0.8,-1.3,1.8,0.8,1.6,-3.3,3.1,-2.4,-2.7
Cc1ccc(N=Nc2[nH]c3ccccc3c2O)cc1,-0.3,-4.0,-1.9,7.7,5.5,-1.9,-0.5,-1.3,4.0
O=C(CCn1ccc2ccccc21)NC1CCCc2ccccc21 (stereo not given),2.8,-0.5,3.7,-5.0,-6.3,3.8,-1.2,-1.1,0.4
COCC(=O)Nc1nc2n(n1)C(c1ccccc1)CC(c1ccc(OC)cc1)N2 (stereo not given),-2.5,-1.5,-0.1,5.5,-0.4,5.4,0.3,1.2,2.5
O=C(Cn1cnnn1)NCCc1ccc(Cl)cc1Cl,15.6,-1.7,-2.8,-1.7,-7.8,-4.6,-5.6,11.1,4.3
Cc1cc(C)n2nc(SCC(=O)N3CCCC3)nc2n1,0.7,-3.4,·,6.9,·,-2.5,·,9.1,·
COc1ccc(C(=O)CSc2nnc3ccc(-c4ccccn4)nn23)cc1,-10.9,3.7,-5.0,1.4,6.4,-4.5,-4.2,0.2,1.7
C=CCOC(=O)C1=C[C@@H](c2coc3ccccc3c2=O)C[C@@H](OCc2ccc(CO)cc2)O1,2.5,-8.0,2.5,11.0,-6.4,9.0,-3.6,3.1,8.2
